Bioassay records as filed in PubChem.
EWS-Fli inh: EWS/Fli-driven NR0B1 reporter inhibitors, primary screen, A673 cells, NR0B1 luciferase, luminescence, MLPCN library. AID 651661, 2012. inhibition, % at 12.6 µM. viability-normalised. hit rate 0.67% among 350,000;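 active = mean inhibition of at least 50% after viability correction, with every replicate also passing that limit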;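 note: firefly luciferase signal divided by Alamar Blue viability fluorescence both relative to DMSO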
FN deposition inh: inhibitors of fibronectin matrix deposition, primary screen, AH1F cells, Alexa488-fibronectin fluorescence, plate reader; AH1F fibroblasts, overnight; inhibition, % at 12.6 µM; hit rate 0.086% among 350,000; AID 743247, 2014;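 active = mean inhibition across replicates of 30% or more, regardless of how many single replicates reach that level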;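 note: positive control wells lacked labelled fibronectin entirely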
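Assay system: AH1F fibroblasts assembling fluorescent fibronectin matrix; Amount: 10000 AH1F cells per well; Buffer or medium: DMEM, 2% serum; Probe or stimulus: Alexa488-fibronectin, 24 nM final in well; Doses: single compound dose, delivered by pin transfer; Incubation: 1 h adhesion, overnight exposure; Measured by: fluorescence 485/525 nm; Read-out: fibronectin deposition inhibition.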
esBAF inh: Bmi1 luciferase reporter increase in mESCs, primary screen, esBAF inhibitor project, mouse ES cells, Bmi1 luciferase knock-in, single point; 24 h; 100% = twice the neutral-well signal; reporter increase, % at 12.5 µM; hit rate 2% among 350,000; AID 602393, 2012; in the data active = activation above about 40%;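 note: 0% = median of the plate's neutral control wells and 100% = double that signal; a rise in the Bmi1 reporter signal indicates esBAF inhibition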
E-selectin induc: E-selectin induction in HUVECs, primary screen, imaging, HUVEC, immunofluorescence imaging, single point. hit rate 0.37% among 260,000. normalized: neutral wells 0, TNF-alpha wells 100. activation, % at 7.58 µM. AID 686992, 2013;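 active = mean E-selectin-positive cell signal at least 10% of the positive control, reached in at least 60% of replicates, without over 20% cell loss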;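 note: in these data hits start at about 27%; measured in HUVEC primary endothelial cells; signal is the percent of cells scored E-selectin positive by PE staining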
Target sequence (P16581 whole entry, looked up): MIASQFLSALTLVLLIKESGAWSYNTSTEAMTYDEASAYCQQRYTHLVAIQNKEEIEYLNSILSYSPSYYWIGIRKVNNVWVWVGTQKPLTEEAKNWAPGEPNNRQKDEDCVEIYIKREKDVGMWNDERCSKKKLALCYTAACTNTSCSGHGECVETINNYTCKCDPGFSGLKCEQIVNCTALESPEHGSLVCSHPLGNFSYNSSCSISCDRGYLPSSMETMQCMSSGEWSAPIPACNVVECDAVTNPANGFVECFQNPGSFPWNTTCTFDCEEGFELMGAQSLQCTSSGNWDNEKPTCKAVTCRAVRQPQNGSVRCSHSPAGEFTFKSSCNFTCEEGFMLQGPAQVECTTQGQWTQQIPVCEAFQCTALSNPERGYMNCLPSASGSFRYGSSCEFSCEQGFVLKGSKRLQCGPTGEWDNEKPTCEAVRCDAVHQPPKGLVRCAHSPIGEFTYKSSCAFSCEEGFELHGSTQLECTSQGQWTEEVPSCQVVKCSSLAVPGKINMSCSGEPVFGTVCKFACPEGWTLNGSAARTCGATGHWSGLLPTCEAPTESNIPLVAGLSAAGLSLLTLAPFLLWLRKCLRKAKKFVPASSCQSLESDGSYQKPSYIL
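Assay system: HUVEC, human umbilical vein endothelial cells / Amount: 3,000 HUVEC/well / Controls: TNF-alpha positive control, DMSO neutral control / Compound dosing: single concentration / Medium: EGM-2 over gelatin coat / Evaluation: percent E-selectin-positive cells / Signal: immunofluorescence imaging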
S100A4 MyoIIA: inhibitors of S100A4-myosin IIA peptide binding, primary screen, biochemical, fluorescence polarization, TAMRA-MyoIIA peptide; Protein S100-A4 (Homo sapiens), P26447; inhibition, % at 10.7 µM; hit rate 0.14% among 360,000;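 active = mean inhibition of at least 70% across replicates, with every replicate also reaching that level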
Target sequence (P26447 whole entry, looked up): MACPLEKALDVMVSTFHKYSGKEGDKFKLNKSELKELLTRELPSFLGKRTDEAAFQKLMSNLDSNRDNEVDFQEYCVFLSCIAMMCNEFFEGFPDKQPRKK
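Compound dosing: one dose per compound; test system: human S100A4 monomer with TAMRA-labelled myosin IIA peptide; probe or stimulus: TAMRA-labelled myosin IIA heavy-chain peptide probe, 5 nM; medium: HEPES buffer with Ca2+, pH 7.2; schedule: 5 min incubation before reading; benchmarks: neutral control DMSO, positive control TFP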
RAD52 inh: RAD52 DNA annealing inhibitors, primary screen, biochemical, FRET, single point, set 2. hit rate 0.46% among 360,000. recombinant RAD52 DNA annealing, FRET fluorescence. DNA repair protein RAD52 homolog (Homo sapiens), P43351. inhibition, % at 18.7 µM. AID 651710, 2012;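 active = every replicate showing at least 50% inhibition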
Xi reactivation: activators of inactive X chromosome reactivation, primary screen, imaging, XiGFP fibroblasts, GFP high-content imaging, set 2 | XiGFP mouse fibroblasts, % GFP-positive cells imaging, 3 d; cells co-treated with 5-aza-dC sensitizer; scaled so ellipticine positive control = 100% | hit rate 0.055% among 360,000 | activation, % at 7.58 µM;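 active = mean normalized replicate activation at least 10% and every replicate at or above 10%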;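 note: 0% = median of on-plate neutral control wells and 100% = ellipticine 6 µM median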
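Material: SV40-immortalized XiGFP fibroblast cells, line 68-5-11 | Buffer or medium: DMEM containing 5-aza-dC | Dosing: One concentration, pinned | Times: 3 d treatment, 15 min room-temperature fixation | Controls: Ellipticine 6 µM positive control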
RAD54 inh: inhibitors of human RAD54 branch migration, primary screen, biochemical, fluorescence, single point; DNA repair and recombination protein RAD54-like (Homo sapiens), Q92698; RAD54 Holliday junction branch migration, FAM/BHQ fluorescence; inhibition, % at 10.4 µM; hit rate 0.14% among 360,000;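 active = mean normalized replicate activity at least 40 and at least half of replicates scoring 40 or more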;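 note: 0% = median of neutral control wells and 100% = median of positive control wells; inhibitors cause a drop in the FAM fluorescence signal; in these data hits start at about 50%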
An asterisk follows results filed as active; / = not tested or not shown.

1. CCCCN1C(=S)NC[C@@H]1C(C)CC (stereo partly specified)
2. Cc1ccc(NC(=O)CCC(=O)N2CCOCC2)nc1
3. CCOC(=O)C1(CCCc2ccccc2)CCN(C(=O)c2cc(C)nc(C)n2)CC1
4. CCC(CC)c1nnc(NC(=O)CS(=O)(=O)c2ccccc2)s1
5. CCC(C)[C@@H]1NC(=O)N(CCCN2CCCC2=O)C1=O (stereo partly specified)
6. OC[C@@H]1[C@H](c2ccccc2)C2(CN(Cc3cccnc3)C2)N1Cc1ccncc1
7. Cc1noc(C)c1NC(=O)N[C@@H]1C=C[C@H](CC(=O)NCc2ccc(Cl)c(Cl)c2)O[C@@H]1CO
8. CCN(CC)c1nc2ccccc2[nH]c1=O
compound no. | 1 | 2 | 3 | 4 | 5 | 6 | 7 | 8
EWS-Fli inh | -9 | -1 | 3 | -6 | 1 | -4 | -5 | -5
FN deposition inh | 1 | 2 | 7 | -4 | -1 | 0 | -19 | 2
esBAF inh | 0 | 4 | 0 | 8 | -3 | / | / | -8
E-selectin induc | -0.1 | / | 0.9 | / | -0.3 | 0.3 | -0.3 | -0.1
S100A4 MyoIIA | -3 | 5 | -1 | -4 | 0 | -7 | -15 | 0
RAD52 inh | 0 | 1 | -5 | -12 | -4 | -6 | 4 | -16
Xi reactivation | 0.0 | 0.2 | 0.0 | 0.0 | 0.1 | 0.0 | -0.1 | 0.6
RAD54 inh | -3 | 0 | -14 | -7 | 4 | / | / | 5

9. CCCN(CCC)C(=O)c1cc(S(=O)(=O)N2CCCCC2)c[nH]1
10. CCC(=O)N[C@H]1CC[C@@H](CCn2cc(CN(C)C)nn2)O[C@H]1CO
11. CCOc1ccccc1NC(=O)CSc1ccc([N+](=O)[O-])cc1
12. C[C@@H]1CN([C@@H](C)CO)C(=O)c2cc(NC(=O)Cc3ccccc3)ccc2O[C@H]1CN(C)Cc1ccc(Oc2ccccc2)cc1
13. CC(=O)N1CCc2c(sc(NC(=O)c3ccc([N+](=O)[O-])o3)c2C(N)=O)C1
14. O=C1C(Cl)=C(N2CCCCC2)C(=O)N1Cc1ccccc1
15. O=[N+]([O-])c1ccccc1NS(=O)(=O)c1ccccc1
16. N#C[C@@H]1[C@@H](c2ccccc2-c2cccc(F)c2)[C@H](CO)N1C(=O)C1CCC1
compound no. | 9 | 10 | 11 | 12 | 13 | 14 | 15 | 16
EWS-Fli inh | 3 | 0 | 8 | 13 | 42 | / | 3 | 9
FN deposition inh | -4 | -1 | 2 | 12 | 19 | -2 | -3 | -5
esBAF inh | 5 | -3 | 0 | 5 | 4 | 9 | -3 | /
E-selectin induc | 0.2 | -0.3 | 0.1 | 0.1 | -0.4 | / | -0.1 | 0.0
S100A4 MyoIIA | 12 | 3 | 1 | -11 | -1 | / | -3 | 2
RAD52 inh | -4 | -5 | -5 | -3 | -5 | / | -2 | 10
Xi reactivation | 0.2 | -0.1 | 0.0 | 0.1 | 0.6 | -0.1 | 0.0 | 0.0
RAD54 inh | -9 | -9 | -7 | 1 | 7 | -6 | 0 | /

Whole records, looked up by structure:
Record of N#C[C@@H]1[C@@H](c2ccccc2-c2cccc(F)c2)[C@H](CO)N1C(=O)C1CCC1 : EWS-Fli inh = 9; FN deposition inh = -5; esBAF inh = /; E-selectin induc = 0.0; S100A4 MyoIIA = 2; RAD52 inh = 10; Xi reactivation = 0.0; RAD54 inh = /
Record of O=C1C(Cl)=C(N2CCCCC2)C(=O)N1Cc1ccccc1 : EWS-Fli inh = /; FN deposition inh = -2; esBAF inh = 9; E-selectin induc = /; S100A4 MyoIIA = /; RAD52 inh = /; Xi reactivation = -0.1; RAD54 inh = -6

Next section.
17. C[C@@H]1CN([C@@H](C)CO)C(=O)c2cc(NS(C)(=O)=O)ccc2O[C@@H](C)CCCCO[C@H]1CN(C)C(=O)NC1CCCCC1
18. O=c1cc(C(O)C[N+](=O)[O-])occ1OCc1ccccc1 (stereo unspecified)
19. Cc1noc(C)c1NC(=O)N(C)C[C@H]1Oc2c(NC(=O)c3ccc(-c4nccs4)cc3)cccc2C(=O)N([C@@H](C)CO)C[C@@H]1C
20. O=C(NNc1ccccc1)Nc1cc(Cl)ccc1Cl
21. COc1ccc(C(=O)N2C[C@H]3[C@@H](c4ccccc42)[C@H](CO)N3Cc2ccccc2)cc1
22. CC(C(=O)Nc1ccc(O)cc1)c1cccc(C(=O)c2ccccc2)c1 (stereo unspecified)
23. Cc1ccccc1OCC(=O)Nc1cccc(S(=O)(=O)NC2=NCCCCC2)c1
24. C[C@@H]1CN([C@@H](C)CO)C(=O)c2cccc(NC(=O)C3CC3)c2O[C@@H]1CN(C)Cc1ccc(Oc2ccccc2)cc1
compound no. | 17 | 18 | 19 | 20 | 21 | 22 | 23 | 24
EWS-Fli inh | / | 3 | 1 | 7 | 4 | 17 | 3 | -6
FN deposition inh | -9 | 5 | -3 | -6 | / | -3 | -4 | /
esBAF inh | / | / | -1 | 4 | -4 | / | 3 | 0
E-selectin induc | / | 0.7 | / | / | 0.2 | / | / | -0.4
S100A4 MyoIIA | -65 | 1 | 10 | -1 | -3 | -2 | 15 | 7
RAD52 inh | 2 | -12 | -1 | 6 | 2 | -2 | -5 | 2
Xi reactivation | 0.0 | -0.1 | -1.1 | 0.0 | 0.3 | 0.0 | 0.2 | -0.2
RAD54 inh | / | -3 | -18 | / | 1 | / | 2 | 1

25. O=C1CCC(C(=O)N2CCCCO2)CN1Cc1ccc(Cl)cc1 (stereo unspecified)
26. CC(=O)N1CCc2c(sc3c2c(=O)n(-c2ccccc2)c(=O)n3CC(=O)NCC2CCCO2)C1 (stereo unspecified)
27. CC(O)CN(Cc1cccc(Cl)c1)CC(C)O (stereo unspecified)
28. CCCCN(C(=O)c1cc2c(s1)CCCC2)c1c(N)n(CCC)c(=O)[nH]c1=O
29. CCC(=O)Nc1ccc2c(c1)C(=O)N(C)[C@@H]1CC[C@H](CC(=O)N3CCCCC3)O[C@@H]1CO2
30. C[C@@H]1CCCCO[C@@H](CN(C)C(=O)NC2CCCCC2)[C@@H](C)CN([C@@H](C)CO)C(=O)c2cc(NS(=O)(=O)c3cn(C)cn3)ccc2O1
31. O=C1CCc2cc(NS(=O)(=O)c3ccc([N+](=O)[O-])cc3)cc3c2N1CC3
32. CC(C)CC(NS(=O)(=O)c1ccccc1S(=O)(=O)NC(CC(C)C)C(=O)O)C(=O)O (stereo unspecified)
compound no. | 25 | 26 | 27 | 28 | 29 | 30 | 31 | 32
EWS-Fli inh | -20 | 2 | 3 | -3 | -4 | / | 5 | -5
FN deposition inh | 4 | 0 | / | 2 | -9 | / | -6 | -8
esBAF inh | -3 | 3 | -3 | 2 | 3 | / | 1 | -4
E-selectin induc | 3.9 | 4.7 | / | 1.0 | 0.0 | 0.7 | 0.0 | /
S100A4 MyoIIA | 0 | 0 | 3 | -2 | 5 | 3 | 0 | 0
RAD52 inh | -13 | -5 | -3 | -4 | 7 | -5 | -4 | -18
Xi reactivation | 0.2 | 0.0 | / | -0.1 | 0.2 | -0.8 | 0.0 | 0.1
RAD54 inh | 6 | 6 | 3 | 1 | 5 | / | / | -7

33. S=C(Nc1ccc(Br)cc1)NC1CCCC1
34. CC1=C2C3OC(=O)C(C)C3CCC2(C)C=CC1=NO (stereo unspecified)
35. COC(=O)COc1ccc2c(=O)c(Oc3ccccc3Br)coc2c1
36. CCOC(=O)N1CCN(C(=O)CSC2=NS(=O)(=O)c3ccccc3N2)CC1
37. CC(Sc1n[nH]c(=O)n1Cc1ccccc1)C(=O)NC1CCCCC1C (stereo unspecified)
38. C[C@H](CO)N1C[C@H](C)[C@@H](CN(C)C(=O)Nc2cccc3ccccc23)OCCCC[C@H](C)Oc2ccc(NC(=O)CCC(F)(F)F)cc2C1=O
39. COc1ccc(S(=O)(=O)N(C)C[C@H]2Oc3ccc(NS(=O)(=O)c4ccc(F)cc4)cc3CC(=O)N([C@H](C)CO)C[C@@H]2C)cc1
40. Cc1c(NC(=O)CN2CCN(c3cccc(Cl)c3)CC2)c(=O)n(-c2ccccc2)n1C
compound no. | 33 | 34 | 35 | 36 | 37 | 38 | 39 | 40
EWS-Fli inh | -23 | 1 | 13 | -1 | -3 | -8 | 9 | -5
FN deposition inh | -1 | 2 | 4 | 3 | 18 | -1 | / | 5
esBAF inh | / | -1 | 2 | -2 | 1 | 19 | 2 | /
E-selectin induc | / | 1.2 | 0.1 | / | / | -0.3 | 1.7 | 0.3
S100A4 MyoIIA | 0 | 0 | -4 | 0 | -4 | / | 9 | 1
RAD52 inh | -3 | -1 | -27 | 9 | -2 | / | 0 | -18
Xi reactivation | 0.0 | 0.1 | 0.0 | -0.3 | 0.2 | 0.1 | -1.1 | 0.0
RAD54 inh | / | -2 | -6 | / | / | 8 | / | /

41. Nc1c(Cl)cc(-c2csc(N3CCCC3c3nc4cc(Cl)c(Cl)cc4n3CCOCCO)n2)cc1Cl (stereo unspecified)
42. Cc1ccc(CSc2nc3[nH]ncc3c(=O)[nH]2)cc1
43. O=C(c1cccnc1)N1CC(=O)N2[C@@H](CO)[C@@H](c3ccc(C#CCC4CCCC4)cc3)[C@@H]2C1
44. CCOC(=O)CNC(c1ccccc1)c1cc(Br)ccc1NC(C)=O (stereo unspecified)
45. Cc1ccc(NC(=O)COC(=O)Cc2ccc(Br)cc2)cc1S(=O)(=O)N1CCOCC1
46. Cc1csc(Sc2ccc(C(=O)OCC(=O)Nc3ccc(OC(F)(F)F)cc3)cc2[N+](=O)[O-])n1
47. COc1ccccc1-c1sc2ccccc2c1C#Cc1ccc(N(C)C)cc1
48. Cc1ccc(NC(=O)C2CCCN2C(=O)NC2CCCCC2)cc1C (stereo unspecified)
compound no. | 41 | 42 | 43 | 44 | 45 | 46 | 47 | 48
EWS-Fli inh | 9 | -45 | 2 | 8 | 2 | / | 5 | 7
FN deposition inh | 2 | 2 | / | 1 | -2 | 0 | -2 | /
esBAF inh | -8 | / | / | / | 5 | 1 | -3 | /
E-selectin induc | -0.2 | 92* | 0.5 | / | 0.1 | / | 1.6 | /
S100A4 MyoIIA | -2 | -12 | 6 | -3 | -4 | / | -3 | -2
RAD52 inh | -17 | 5 | 4 | -12 | -11 | / | -22 | 0
Xi reactivation | 0.4 | -0.1 | 0.3 | 0.0 | 0.2 | -0.1 | 0.0 | 0.1
RAD54 inh | -6 | / | / | / | -1 | -10 | -7 | /
